Compound activity from PubChem.
Vc quorum ag: inducers of Vibrio cholerae quorum light production without autoinducers. activation, % at 18.7 µM. 350,000 compounds, 0.16% hits. V. cholerae BH1578 lux reporter, luminescence, 6 h. AID 588436; in the data active = activation mostly above about 9.7%, no sharp cut-off; also: not every result past the cut was called active; inactives centre near 0; reference of the scale not given here
PriA SSB inh: blocks PriA binding to SSB C-terminal tail; AlphaScreen SSBct-PriA binding, biotinylated peptide; inhibition, % at 33 µM; 430,000 compounds, 0.6% hits; AID 1272365; in the data active = inhibition mostly above about 37%, no sharp cut-off; inactive = mostly below about 20%;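 also: plate controls were negative control peptide for no effect and reference peptide for full effect; strong numbers were not always called active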
Rv3671c protease: inhibitors of M. tuberculosis serine protease Rv3671c; P9WHR9; inhibition, % at 5.96 µM; 320,000 compounds, 0.048% hits; AID 2606; in the data active = inhibition above about 38%;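 also: extracellular domain of Rv3671c used as enzyme; 0% = enzyme with DMSO and 100% = no enzyme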
Target sequence (P9WHR9 whole entry, looked up, the tested form may be a part): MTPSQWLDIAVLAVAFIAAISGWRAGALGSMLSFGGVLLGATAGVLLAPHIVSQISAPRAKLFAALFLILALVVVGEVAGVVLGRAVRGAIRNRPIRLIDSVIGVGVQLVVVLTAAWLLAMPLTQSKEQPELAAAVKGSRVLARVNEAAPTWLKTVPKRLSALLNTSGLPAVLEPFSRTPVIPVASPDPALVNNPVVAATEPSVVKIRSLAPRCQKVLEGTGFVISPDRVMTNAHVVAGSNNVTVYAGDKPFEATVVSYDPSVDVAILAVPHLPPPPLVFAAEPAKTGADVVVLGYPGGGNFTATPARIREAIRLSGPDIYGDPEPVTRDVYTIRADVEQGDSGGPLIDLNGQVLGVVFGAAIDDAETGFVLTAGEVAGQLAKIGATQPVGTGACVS
MazEF act: increases E. coli MazEF RNase cleavage of RNA. FAM/BHQ RNA-DNA oligo cleavage fluorescence, 5 h. activation, % at 20 µM. 350,000 compounds, 0.32% hits. AID 504720; in the data active = activation above about 50%
Target sequence (P0AE70 whole entry, looked up): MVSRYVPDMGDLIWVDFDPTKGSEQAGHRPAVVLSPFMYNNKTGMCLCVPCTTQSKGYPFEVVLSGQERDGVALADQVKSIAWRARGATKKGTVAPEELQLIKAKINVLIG
Y pestis TopoI: inhibitors of Yersinia pestis topoisomerase I | Y. pestis Topo-I cleavage product accumulation, plate reader | 360,000 compounds, 0.064% hits | activity, % at 10 µM; in the data active = activity above about 50%, passing the limit was not always enough; also: inactives centre near 2
3CLpro inhibitor: SARS-CoV 3CLpro protease inhibition | P0C6X7 | recombinant SARS-CoV 3CLpro, quenched FRET peptide cleavage | inhibition, % at 6 µM | 290,000 compounds, 0.14% hits | AID 1706; in the data active = inhibition above about 12%
PrPC TRFRET: reduces human prion protein on the cell surface; P04156; cell surface PrPC, TR-FRET read-out; inhibition, % at 13.8 µM; 370,000 compounds, 0.43% hits; AID 720596; in the data active = inhibition above about 24%; also: 0% = median of the test wells and 100% = reference compound wells
TcdB GH inh: blocks C. difficile toxin B glycohydrolase activity; TcdB glycohydrolase enzymatic assay, plate reader; inhibition, % at 9.99 µM; 350,000 compounds, 0.24% hits; in the data active = inhibition above about 10%
VHR inh abs: inhibitors of human VHR1 phosphatase (DUSP3). AID 1654. recombinant VHR phosphatase, pNPP absorbance. 290,000 compounds, 0.52% hits. inhibition, % at 13.3 µM; in the data active = inhibition above about 50%; also: some compounds called inactive have numbers as strong as hits
Target sequence (P51452 whole entry, looked up): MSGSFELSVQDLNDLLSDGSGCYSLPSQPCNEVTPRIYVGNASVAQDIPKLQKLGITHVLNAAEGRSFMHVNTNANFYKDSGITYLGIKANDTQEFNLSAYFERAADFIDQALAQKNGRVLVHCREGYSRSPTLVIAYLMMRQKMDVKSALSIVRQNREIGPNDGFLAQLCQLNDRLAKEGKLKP
CCHFV vOTU inh: CCHFV vOTU protease inhibition. AID 651958. 370,000 compounds, 0.55% hits. inhibition, % at 11.5 µM. Pep-AMC fluorescence; in the data active = inhibition above about 30%; also: 0% = vehicle wells with enzyme and 100% = no enzyme wells
* marks the source's active call; other numbers are inactive results; i = inactive; nt = no result given; & = joins results of further samples.

Values run as follows: Vc quorum ag	PriA SSB inh	Rv3671c protease	MazEF act	Y pestis TopoI	3CLpro inhibitor	PrPC TRFRET	TcdB GH inh	VHR inh abs	CCHFV vOTU inh
CN(C)c1nc(N)c([N+](=O)[O-])c(N2CCCCCC2)n1
    i	5.1	-0.1	-3.5	1.7	-2.0	0.6	0.1	-6.7	-0.9
CC1CCCCC12NC(=O)N(CC(=O)OCc1ccccc1F)C2=O (stereo unspecified)
    -7.1	9.1	4.2	2.6	-9.9	nt	0.2	-0.7	nt	9.8
CC(C)NC(=O)Nc1ccc2c(c1)C(=O)N([C@H](C)CO)C[C@H](C)[C@@H](CN(C)Cc1ccc3c(c1)OCO3)OCCCC[C@@H](C)O2
    -0.4	nt	nt	4.1	18.4	nt	-4.1	0.2	nt	-3.4
CCN1CCN(C(c2cc3cccc(C)c3[nH]c2=O)c2nnnn2Cc2ccccc2)CC1 (stereo unspecified)
    -1.2	0.4	-0.8	12.5	-2.0	-0.2	-7.5	nt	18.2	-1.3
C=CCN(CC=C)CC(=O)Nn1c(C)ccc1C
    -4.3	-4.7	nt	4.6	5.1	nt	2.1	1.6	nt	8.6
COc1cc2c(C(=O)N3CCN(c4ccccc4C)CC3)c(C)oc2cc1Br
    -0.1	-6.5	7.3	-2.3	1.0	3.7	-1.1	nt	21.3	11.0
COc1ccc(-c2cc(C(=O)Nc3cc(C)on3)c3ccccc3n2)c(OC)c1
    -2.2	-11.5	-8.2	2.9	27.4	0.6	2.4	4.2	22.5	8.6
C/C(CC(=O)Nc1ccc2c(c1)OCCO2)=N\NC(=O)COc1ccc(C)cc1
    i	nt	9.0	11.5	19.7	1.0	3.1	-0.2	17.1	3.7
CCCCC(=O)NC(=S)Nc1nnn(CCC)n1
    -0.8	-12.0	-0.3	-3.9	5.8	3.1	-0.7	0.1	33.3	-10.9
CC(C)(C)c1ccc(-c2noc(C(=O)NN)n2)cc1
    i	-13.1	8.0	1.6	-5.4	2.3	-6.0	-4.1	-2.7	-8.0
COc1ccc(-c2n[nH]c3c2CN(C(=O)c2ccc(F)cc2)CC3)cc1
    i	6.0	-1.2	5.7	2.1	4.0	6.0	-7.9	14.2	-2.7
O=[N+]([O-])c1ccc(CS(=O)(=O)c2ncn[nH]2)cc1
    i	-4.9	-8.4	-5.3	2.0	-0.1	-4.3	-0.5	8.8	-10.3
CC(=O)NCCC1CCN(C(=O)C2CCC(=O)N(C3CCCC3)C2)CC1 (stereo unspecified)
    1.0	-14.1	10.8	1.3	-5.5	-1.3	-0.8	2.2	9.7	10.1
CCCS(=O)(=O)NC(=O)C1(C)CCN(C(=O)c2ccc(OC(F)F)cc2)C1 (stereo unspecified)
    1.2	nt	nt	nt	-6.5	nt	-1.7	0.6	nt	0.1
COc1ccc(NC(=O)c2nn(C34CC5CC(CC(C5)C3)C4)cc2[N+](=O)[O-])cc1
    -0.2	-6.2	-12.2	10.7	5.3	1.6	4.8	0.5	7.6	-12.2

3 structures out of the list, sorted by formula weight, descending:
Values run as follows: Vc quorum ag	PriA SSB inh	Rv3671c protease	MazEF act	Y pestis TopoI	3CLpro inhibitor	PrPC TRFRET	TcdB GH inh	VHR inh abs	CCHFV vOTU inh
CCN1CCN(C(c2cc3cccc(C)c3[nH]c2=O)c2nnnn2Cc2ccccc2)CC1 (stereo unspecified)
    -1.2	0.4	-0.8	12.5	-2.0	-0.2	-7.5	nt	18.2	-1.3
CN(C)c1nc(N)c([N+](=O)[O-])c(N2CCCCCC2)n1
    i	5.1	-0.1	-3.5	1.7	-2.0	0.6	0.1	-6.7	-0.9
O=[N+]([O-])c1ccc(CS(=O)(=O)c2ncn[nH]2)cc1
    i	-4.9	-8.4	-5.3	2.0	-0.1	-4.3	-0.5	8.8	-10.3

(continued)
Values run as follows: Vc quorum ag	PriA SSB inh	Rv3671c protease	MazEF act	Y pestis TopoI	3CLpro inhibitor	PrPC TRFRET	TcdB GH inh	VHR inh abs	CCHFV vOTU inh
O=C(c1cc(F)c(F)c(F)c1F)N1CCN(Cc2ccc3c(c2)OCO3)CC1
    -0.6	-13.4	-8.2	-3.6	5.8	-4.3	1.1	0.6	78.6	8.6
CC(C)(C)OC(=O)N[C@@H](Cc1ccccc1)c1nnc(SCC(=O)c2ccc(Cl)cc2)o1
    -0.2	-22.6	-8.7	-1.4	31.4	-0.2	3.7	nt	6.3	5.5
c1ccc(-c2ccc(-c3ccncn3)cc2)cc1
    -1.2	-0.3	8.7	9.7	-13.2	nt	7.0	0.5	nt	-21.5
O=S(=O)(c1ccc(S(=O)(=O)N2CCCN(Cc3ccccc3)C2)cc1)N1CCCCCC1
    i	-21.7	-4.7	-3.5	6.3	-6.3	-6.4	nt	11.3	-0.1
O=C(CNC(=O)c1cccc(OC(F)F)c1)OCC(=O)c1ccccc1
    i	1.9	5.3	2.4	-4.4	1.3	4.9	0.1	-0.2	0.3
O=C(Cc1cccs1)Nc1ccon1
    i	4.3	-4.1	10.9	6.6	1.4	-5.0	nt	16.8	-10.0
COc1cccc(NC(=O)c2ccccc2C(F)(F)F)c1
    -2.0	-9.6	6.9	-2.1	2.7	-4.9	3.8	0.5	13.8	-2.1
COC(=O)Cc1c(C(=O)OC)nnn1-c1cccc(C(F)(F)F)c1
    -0.1	-2.4	-2.4	-13.2	-0.6	0.1	5.0	1.5	1.1	-1.6
CCOC(=O)C1=C(C)NC(C)=C(C(=O)OCC)C1C(=O)OCC(=O)NC(C)c1ccccc1 (stereo unspecified)
    i	-6.5	nt	5.0	1.0	nt	4.7	0.5	nt	-7.2
CN=C(Nc1ccc(C(=O)OC)s1)c1ccccc1
    i	2.3	3.2	-1.5	-4.2	2.6	-3.2	-0.9	24.2	10.6
CCCCNC(=O)c1c(C)cc(=O)oc1C
    i	-4.4	-3.6	-3.1	-3.5	3.4	0.9	nt	-12.4	-2.7
Cn1ncnc1SCc1cn2cccnc2n1
    -0.2	3.7	-2.2	-7.4	-4.7	1.8	-1.4	1.3	25.6	-76.9
COc1cccc2c1cc1c(=O)n(CC(=O)N3CCCCCC3)nc(C)n12
    -0.4	-17.8	4.3	1.1	3.0	0.3	-1.2	1.2	-19.8	-41.1
CC(=O)c1ccc2c(ccc3ccccc32)c1
    3.4	-14.5	-5.7	10.7	0.8	-6.8	-3.0	nt	-10.2	6.5
CCOc1cc(/C=N/NC(=O)C(=O)NCc2ccc3c(c2)OCO3)ccc1OCC(=O)N1CCOCC1
    -0.9	nt	3.4	-7.8	-4.4	-0.8	-9.9	0.4	1.6	15.8

Other structures
Values run as follows: Vc quorum ag	PriA SSB inh	Rv3671c protease	MazEF act	Y pestis TopoI	3CLpro inhibitor	PrPC TRFRET	TcdB GH inh	VHR inh abs	CCHFV vOTU inh
COC(=O)c1ccc(-n2nnnc2SCC(=O)Nc2cc(OC)ccc2OC)cc1
    i	6.3	2.8	5.3	13.6	-2.7	7.7	1.5	1.5	5.0
COc1cc(-c2noc(CCC(=O)NC3CCCCC3)n2)cc(OC)c1OC
    i	4.7	-4.2	-7.1	-14.3	-3.9	0.2	0.1	30.7	8.4
COc1ccccc1C(=O)NNC(=O)c1cccc(Br)c1
    -1.7	9.7	1.2	10.0	-4.3	1.2	-0.2	-1.3	17.9	-9.2
Clc1ccccc1OCCN1CCCCC1
    -1.7	-1.2	4.7	6.4	6.4	-2.1	-7.7	1.3	6.2	11.5
Cc1c(C#N)c2ncn(CC#N)c(=O)c2n1-c1ccccc1
    25.0*	-10.4	11.9	2.7	-2.3	-5.1	6.5	nt	17.1	-4.2
Cc1ccc(-n2nnnc2SCC(=O)NCCC2=CCCCC2)c(C)c1
    -3.0	-12.8	-4.6	-3.5	9.0	-1.3	1.1	nt	13.4	14.1
CC(C)(C)c1cc(C(=O)NNc2cccc(Cl)c2)n(Cc2ccccc2)n1
    i	-4.7	-6.6	-3.4	2.3	5.7	14.8	-0.6	5.1	5.6
Cc1cc(C2=CC(=O)C[C@H](c3ccc4c(c3)OCO4)C2)ccc1F
    -0.4	-10.2	-8.7	3.8	30.7	nt	-4.2	-0.2	nt	-5.5
Cc1[nH]c2ccccc2c1CCNS(=O)(=O)c1ccc(S(N)(=O)=O)cc1
    -0.3	38.5	-1.1	-19.3	-12.0	0.6	-6.9	-1.4	10.4	1.9
Cc1cc(C)cc(N(CC(=O)NC2CCCCC2)C(=O)CCCC(=O)Nc2ccccn2)c1
    -0.2	-1.8	-9.4	-18.9	23.0	-3.8	-2.4	0.4	6.7	21.1
COCCNC(=O)NC12CC3CC(CC(C3)C1)C2
    -0.5	-8.4	2.8	-14.2	0.3	-4.2	6.4	2.1	2.8	8.0
COc1ccc(Cl)cc1NC(=O)CN(C)C(=O)CCNC(=O)c1ccccc1OC
    -0.8	-4.0	5.3	-1.7	1.5	nt	9.8	0.6	nt	4.4
Cc1ccc2c(C)nc(/N=C(\N)NC(=O)N3c4ccccc4Sc4ccccc43)nc2c1
    -0.2	nt	-9.0	-18.7&0.9	-0.5&-2.0	4.7	-2.3&-0.2	0.4	-5.3	3.9&-20.4
COCC(=O)N1CCC(Oc2ccc(C(=O)NCCCn3cccn3)cc2)CC1
    -0.4	-14.7	-17.2	0.6	1.2	-1.1	6.8	0.3	-13.6	2.4
Cc1ccc(CNC(=O)COC(=O)c2c(C)noc2C)cc1
    3.1	-3.2	7.7	1.6	1.7	-3.8	-1.4	nt	17.0	-3.3

The results go on.
Values run as follows: Vc quorum ag	PriA SSB inh	Rv3671c protease	MazEF act	Y pestis TopoI	3CLpro inhibitor	PrPC TRFRET	TcdB GH inh	VHR inh abs	CCHFV vOTU inh
O=C(O)c1ccccc1C(=O)c1cccc2c(F)cccc12
    -1.3	-15.8	nt	-2.3	9.4	nt	3.0	-1.3	nt	3.8
O=C(Nc1ccc(OC(F)(F)F)cc1)c1n[nH]c(Cn2cncn2)n1
    -0.4	3.8	8.3	9.8	-13.8	-0.6	3.1	nt	24.6	6.8
CCNC(=S)N1CCn2cccc2C1c1cccnc1 (stereo unspecified)
    -0.5	-3.9	2.7	-5.6	7.5	-1.2	7.9	0.9	13.1	-5.0
CCC(C)c1ccc(O)c(/C=N/O)c1 (stereo unspecified)
    i	nt	-1.2	1.0	1.8	6.8	-1.3	nt	24.3	3.4
CCOC(=O)N1CCN(C2=NC3(CCCCC3)C(C#N)C(=O)N2)CC1 (stereo unspecified)
    -0.3	-14.7	-4.5	1.1	9.0	0.2	-6.7	nt	0.3	4.8
O=C(Nc1ccccc1C(=O)OCn1nnc2ccccc2c1=O)c1ccco1
    -1.5	2.6	2.2	4.5	-1.1	-3.7	2.4	nt	-7.5	2.1
CC(C(=O)NCCc1ccc(Cl)cc1)n1c(=O)c2cccn2c2cccnc21 (stereo unspecified)
    -2.5	-12.1	-9.6	-2.1	14.4	-5.4	0.6	0.0	5.3	7.1
O=C(COC(=O)c1ccc(Br)o1)Nc1cccc(S(=O)(=O)N2CCCCC2)c1
    i	7.1	-8.7	-3.1	11.6	nt	-3.5	0.3	nt	1.3
O=C(c1cccc(Br)c1)N1CCCc2ccccc21
    -1.5	-9.3	-2.3	-8.5	-17.1	0.6	-3.8	-0.1	1.0	-12.4
COC(=O)c1ccc(CO/N=C/c2ccc(OC)cc2)o1
    i	nt	-4.1	-15.2	-2.2	1.4	-0.7	-0.8	28.7	-2.0
CS(=O)(=O)N(CC(=O)NCc1ccccn1)c1ccc2c(c1)OCCO2
    -7.1	4.0	-4.3	2.8	2.1	-0.9	-3.3	nt	24.1	-18.6
Cc1nn(-c2ccccc2)c(Cl)c1/C=N/NS(=O)(=O)c1ccc(Br)cc1
    -0.4	nt	-16.6	5.0	13.4	4.2	-3.6	nt	-4.5	1.4
CCCc1[nH]c2ccc(C(=O)OC)cc2c1CCC
    1.7	0.3	-2.7	0.4	-0.4	-3.0	-6.4	1.9	8.9	20.4
CCC(c1nnnn1C(C)(C)CC)N(CCN1CCOCC1)Cc1cc2cc(C)ccc2[nH]c1=O (stereo unspecified)
    -0.2	0.9	-0.2	0.0	12.8	2.1	-11.8	nt	12.5	-5.1
Cc1ccc(C(=O)O)cc1-n1c(C)cc(C=O)c1C
    -0.3	0.1	2.5	9.3	-0.4	4.1	-1.6	-0.9	-0.4	2.3
NS(=O)(=O)c1cc(C(=O)OCC(=O)Nc2ccccc2[N+](=O)[O-])ccc1Cl
    -0.1	-11.6	2.0	2.2	-12.2	1.6	-20.6	2.3	-3.0	5.2

Only part of the results is shown; count on the stated rates, not on these rows.
